Compound activity deposited in PubChem BioAssay by School of Medicine, Boston University.
PL synth Enamine – blocks phospholipid synthesis in CHO cells, Enamine compounds | ZR-82 CHO cells, pyrene fatty acid UV survival, CellTiter Blue; peroxisome-deficient CHO-K1 mutant line; plus DGAT-1, DGAT-2 and ACAT inhibitors | calls only at 10 µM | hit rate 0.4% among 20,000;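 active = cell survival signal 2 SD away from solvent-only control wells, confirmed on one or two retests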;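 also: 3 h compound exposure then viability read about one day after UV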
Calls only; i = inactive; + = active, no number. The list is partial (hit frequency here may not be typical).

SMILES | PL synth Enamine
CC1CCC2(CC1)NC(=O)N(NC(=O)CSc1nnnn1C1CC1)C2=O (stereo not given) | i
CCOC(=O)c1c(C)[nH]c(C(=O)OCc2c(C)noc2C)c1C | i
S=c1[nH]nc(-c2ccc(Cl)cc2Cl)n1/N=C/c1ccccc1 | i
Brc1ccccc1-c1nnc(CSc2nnc(-c3ccc4c(c3)OCO4)o2)o1 | i
Cn1/c(=N/NC=C2CCC/C(=C/c3ccccc3)C2=O)sc2ccccc21 | i
O=P(c1ccccc1)(c1ccccc1)C(NS(=O)(=O)c1ccccc1)c1ccc(Br)cc1 (stereo not given) | i
c1cc2c(cc1C1=NNC(=NC3CC3)SC1)OCCCO2 | i
O=[N+]([O-])c1ccc(N=P(c2ccccc2)(c2ccccc2)c2ccccc2)cc1 | i
Brc1ccc(Cn2c(-c3ccc(Br)o3)nc3ccccc32)o1 | i
O=C(O)CC1S/C(=N/N=C2c3ccccc3-c3ccccc32)NC1=O (stereo not given) | i
CCCC(CCC)=NNC(=S)NC1CCCCC1 | i
CNc1snc(C)c1C(=O)OCC(=O)NC1CCC(C)CC1 (stereo not given) | i
Nc1nc2cc(S(=O)(=O)N3CCCC3)ccc2o1 | i
Cc1nc(Sc2nccn2C)c2c3c(sc2n1)CCC3 | i
O=S(=O)(c1ccc(SCc2nc3ccccc3o2)nc1)N1CCOCC1 | i
COc1ccc(-n2c(N)c(S(=O)(=O)c3ccc(F)cc3)c3nc4ccccc4nc32)c(OC)c1 | i
c1ccc2c(c1)sc1nnc(SCc3cn4ccsc4n3)n12 | i
CC(C)(C)C1CCC(OCC(O)CN2CCCCCC2)CC1 (stereo not given) | i
Cc1sc2ncn(CC(=O)c3cc(C)n(CC4CCCO4)c3C)c(=O)c2c1C (stereo not given) | i
CCN=c1scc(-c2cc(OC)ccc2OC)n1N=C1CCC(C(C)(C)C)CC1 (stereo not given) | i
COc1ccc(-c2nc(=S)n3ccsc3n2)cc1OC | i
C/C(=C\C(=O)O)NC(N)=O | i
O=S(=O)(c1ccc(Sc2nnnn2C2CC2)nc1)N1CCOCC1 | i
C=CCN=c1scc(-c2ccc(Br)cc2)n1/N=C/c1c[nH]c2ccccc12 | i
CC/C(=N\n1c(CC)n[nH]c1=S)c1ccc(O)cc1 | i

Part of the list above in order of SMILES length, ascending.
SMILES | PL synth Enamine
Brc1ccc(Cn2c(-c3ccc(Br)o3)nc3ccccc32)o1 | i
O=C(O)CC1S/C(=N/N=C2c3ccccc3-c3ccccc32)NC1=O (stereo not given) | i
CC1CCC2(CC1)NC(=O)N(NC(=O)CSc1nnnn1C1CC1)C2=O (stereo not given) | i
CCN=c1scc(-c2cc(OC)ccc2OC)n1N=C1CCC(C(C)(C)C)CC1 (stereo not given) | i

Of the compounds above, 2 contain a COOH group.
SMILES | PL synth Enamine
O=C(O)CC1S/C(=N/N=C2c3ccccc3-c3ccccc32)NC1=O (stereo not given) | i
C/C(=C\C(=O)O)NC(N)=O | i

The listing continues.
SMILES | PL synth Enamine
CN(C)C(CNc1ncnc2cc(Cl)ccc12)c1ccco1 (stereo not given) | i
Fc1ccc(-c2cc(-c3nnc4n3Cc3ccccc3-4)c3ccccc3n2)cc1 | i
Clc1ccc(-c2ccc(-c3nn4c(-c5ccco5)nnc4s3)o2)cc1 | i
Cc1cc(C)n2c(SCc3cc(=O)oc4cc(C)c(C)cc34)nnc2n1 | i
CN=c1scc(-c2cccc(Br)c2)n1/N=C/c1ccccc1Cl | i
CN1CCN(CNC(=O)c2cnccn2)CC1 | i
S=C(NCCN1CCOCC1)Nc1ccc(N2CCOCC2)cc1 | i
COc1ccc(-c2cc(O)cc3sc(=O)oc23)cc1 | i
C/C(=N\Nc1nncc2ccccc12)c1cc2ccccc2o1 | i
O=S(=O)([O-])CCC[n+]1c(/C=C/c2ccc(C(F)(F)F)cc2)sc2ccccc21 | i
C/C(=N\Nc1nc2ccccc2[nH]1)C1CC1 | i
NC(=O)CCN1CCN(S(=O)(=O)c2cccs2)CC1 | i
O=c1c2c3n(nnc-2nn1-c1ccccc1)CCC3 | i
CCc1nnsc1C(=O)NC(C)C12CC3CC(CC(C3)C1)C2 (stereo not given) | i
CC1(c2ccc(F)cc2)C=C(c2ccc(F)cc2)n2nc(C(F)(F)F)nc2N1 (stereo not given) | i
CC1(C)CC(NS(=O)(=O)CC23CCC(CC2=O)C3(C)C)CC(C)(C)N1 (stereo not given) | i
Fc1ccc(C2=CC(c3ccc(Cl)c(Cl)c3)n3nc(C(F)(F)F)nc3N2)cc1 (stereo not given) | i
CCc1nc2sc3c(c2c(=O)n1/N=C/N(C)C)CCCC3 | i
Brc1ccc(-c2csc(N=CN3CCCC3)n2)cc1 | i
Brc1cc2c(c(CSC/C=C/c3ccccc3)c1)OC(c1ccccc1)OC2 (stereo not given) | i
CC1CCCCN1C(=O)Cn1cc(C(F)(F)F)cc(Cl)c1=O (stereo not given) | i
CCc1ccc(C2Oc3ccc(Br)cc3C3CC(c4ccc(Br)cc4)=NN32)cc1 (stereo not given) | i
Nc1ccc(Br)c[n+]1Cc1cccc2cccnc12 | i
C(=C\c1n(-c2ccccn2)c2ccccc2[n+]1-c1ccccn1)/c1ccccc1 | i
CNC(=O)COC(=O)c1cccn1C | i
New compounds follow.
SMILES | PL synth Enamine
Cc1ccc(C)c(S(=O)(=O)N/N=C/c2ccc3c(c2)OCO3)c1 | i
O=C(COC(=O)CC1CC2CCC1C2)NNC(=O)c1cccs1 (stereo not given) | i
C1=CC2/C(=N\Nc3ccccn3)CC2C1 (stereo not given) | i
C=CCOC(=O)CC1Sc2ccccc2NC1=O (stereo not given) | i
S=c1[nH]nc(-c2cccc(Cl)c2)o1 | i
COC(=O)c1c(C)[nH]c(C(=O)C(C)OC(=O)C2CC2C)c1C (stereo not given) | i
CSc1nc(C(C)(C)C)[nH]c1[P+](c1ccccc1)(c1ccccc1)c1ccccc1 | i
CC(=S)Nc1ccc2c(c1)OCO2 | i
Nc1cc(C(F)(F)F)ccc1S(=O)(=O)O | i
Cc1cc2nc(Sc3ccccc3)c3ccccc3n2n1 | i
O=C(OCc1cc(=O)n2cc(Br)ccc2n1)c1cc2ccccc2oc1=O | i
Cc1ccc(S(=O)(=O)c2nc(S(C)(=O)=O)sc2NC2CCS(=O)(=O)C2)cc1 (stereo not given) | i
O=c1cc(CO)oc(C(c2ccc(F)cc2)c2oc(CO)cc(=O)c2O)c1O | i
O=S(=O)(Nc1ccc(-n2cnnn2)cc1)c1ccc2c(c1)OCCO2 | i
Cn1c(SCC(=O)N2N=C(c3cccs3)CC2c2cccs2)nnc1-c1ccco1 (stereo not given) | i
CN(C)NC1=CC(=[N+]2CCCCC2)CC(C)(C)C1 | i
CCOCCCN1C(=O)/C(=C/c2c(N3CCOCC3)nc3c(C)cccn3c2=O)SC1=S | i
C(=C1\CCCC2C1=NN(c1ccccc1)C2c1ccccc1)/c1ccccc1 (stereo not given) | i
Fc1ccc(Cn2nnc(-c3ccccc3)n2)cc1 | i
OC1CCCN(Cn2nc(-c3ccc(Cl)cc3Cl)n(-c3ccc(F)c(Cl)c3)c2=S)C1 (stereo not given) | i
CCCCCCCCCCCCSCCS(=O)(=O)OCC(F)(F)C(F)F | i
Cc1ccc(NP2(=S)/C(=C3/N(C)c4ccccc4C3(C)C)C=Nc3c2c(C)nn3-c2ccccc2)cc1C (stereo not given) | i
C1=C(c2ccccc2)CCN(c2ncnc3c2oc2ccccc23)C1 | i
FC(F)(F)C1CCCN(c2ncnc3sc4c(c23)CCC4)C1 (stereo not given) | i
C=C(Br)Cn1c(-c2cccs2)nc2ccccc21 | i
(list continues)
SMILES | PL synth Enamine
C=CCn1c(-c2ccc(F)cc2)csc1=Nc1ccc(SC(F)F)cc1 | i
CC(C)c1nc(=S)[nH]n1-c1ccccc1 | i
CS(=O)(=O)c1ccc(NS(=O)(=O)c2cc(Cl)ccc2Cl)cc1 | i
CC1C/C(=N\NC(=O)Cc2cn3ccsc3n2)CC(C)(C)C1 (stereo not given) | i
O=C(CSc1n[nH]c(-c2cccs2)n1)N1CCN(C(=O)c2cccs2)CC1 | i
Nc1ncnc(NC(CO)CCO)c1[N+](=O)[O-] (stereo not given) | i
C(=N\OCc1nc2c3cnn(-c4ccccc4)c3ncn2n1)/c1ccccc1 | i
Cn1cccc1/C=C/C(=O)Oc1ccc2ccc(=O)oc2c1 | i
c1ccc(C(c2ccccc2)N2CCN(c3nc4ccccc4c4ccccc34)CC2)cc1 | i
O=c1ccc(S(=O)(=O)N2CCCC2)cn1Cc1cc(=O)n2ccsc2n1 | i
O=C(O)CC1=C(c2cccs2)N2CCN=C2S1 | i
CSCCCNC(=S)NC1CCOc2ccccc21 (stereo not given) | i
c1ccc2cc(OCc3nc4ccccc4[nH]3)ccc2c1 | i
Cn1c(=NC(=O)C2COc3ccccc3O2)sc2ccccc21 (stereo not given) | i
O=C1CC2(CCCC2)C(=O)N1CN1CCN(S(=O)(=O)c2ccc3c(c2)OCCCO3)CC1 | i
O=C(O)c1ccsc1 | i
CCN(CC)P1(=Nc2ccccc2Br)/C(=C2\N(C)c3ccccc3C2(C)C)C=NN1C (stereo not given) | i
O=C1Nc2ccc([N+](=O)[O-])cc2C12NNc1ccccc1O2 (stereo not given) | +
c1cc2c(cc1-c1nnc(NC3CCCCC3)o1)OCO2 | i
Cc1cc(C)n2nc(SCc3ccc(CSc4nc5nc(C)cc(C)n5n4)cc3)nc2n1 | i
CC(C)C(NC(=O)c1ccco1)C(=O)Nc1sc2c(c1C(N)=O)CCC2 (stereo not given) | i
CC1CC(OC(=O)CC2Sc3ccccc3NC2=O)C(=O)O1 (stereo not given) | i
O=[n+]1cc(-c2cc3ccccc3o2)n([O-])c2c1CCCC2 | i
Clc1ccc2oc(/C=C/c3ccsc3)nc2c1 | i
Fc1ccc(CNc2n[nH]c(=S)s2)cc1 | i
Following part:
SMILES | PL synth Enamine
CC(=O)c1c(C)[nH]c(C(=O)OCC(C)C)c1C | i
CCC(CC)NC(C(=O)NC(N)=O)C(C)C (stereo not given) | i
S=C(NCCc1ccc(Cl)cc1Cl)NC1CC2CCC1C2 (stereo not given) | i
O=C1CSC(=S)N1/N=C/c1c2ccccc2cc2ccccc12 | i
CC(=O)Nc1nnc(C)s1 | i
C/C(CC12CC3CC(CC(C3)C1)C2)=N\NC(N)=O | i
FC(F)(F)c1ccc(Cl)c(NC2=Nc3ccccc3CS2)c1 | i
O=C(Cn1ncc(Cl)c(Cl)c1=O)Nc1ccc2c(c1)OCO2 | i
CCN(CC(=O)NC1CCS(=O)(=O)C1)C(=O)c1ccc(Br)s1 (stereo not given) | i
C(=C(c1nc2ccccc2s1)c1nc2ccccc2s1)c1ccc(-c2ccccc2)cc1 | i
c1ccc(C2=NN3COc4ccccc4C3C2)cc1 (stereo not given) | i
c1ccc2oc(SCc3ccc(CSc4nc5ccccc5o4)cc3)nc2c1 | i
COCCn1c(SCc2cc(=O)n3ccsc3n2)nc2sc3c(c2c1=O)CCC3 | i
O=[N+]([O-])c1cc(S(=O)(=O)N2CCOCC2)ccc1Cl | i
Oc1ccc(N=Nc2ccc(Cl)cc2)c2cccnc12 | i
O=C(/C=c1\[nH]c(=O)/c(=C\c2ccc3c(c2)OCCO3)s1)c1ccc(Cl)cc1 | i
O=S1(=O)CCN2C(c3ccc4c(c3)CCCC4)=CSC2=N1 | i
C=CCNc1nn(-c2nc3ccccc3s2)c2c1CCCC2 | i
O=C(NNC(=O)c1cccs1)NC12CC3CC(CC(C3)C1)C2 | i
Cc1sc2nc(CN3CCOCC3)nc(Sc3nnnn3C3CCCC3)c2c1C | i
NC(=S)N=C1CCN(c2ccccc2)N1 | i
FC(F)Oc1ccc(NC(=S)NC2CCCCCCC2)cc1 | +
O=C(Cn1cnnn1)Nc1nnc(-c2ccco2)o1 | i
FC(F)Sc1ccc2nc(NC3=NCCCCC3)sc2c1 | i
O=C(COc1c(F)c(F)cc(F)c1F)C12CC3CC(CC(C3)C1)C2 | i
(cont.)
SMILES | PL synth Enamine
O=c1[nH]cnc2c(Br)cc(Br)cc12 | i
CC1(C)NC(=O)N(Cc2cc(-c3ccco3)on2)C1=O | i
COCCNC(=O)COC(=O)c1ncc(Cl)c(Cl)c1Cl | i
c1ccc([P+](Cc2nc3ccccc3[nH]2)(c2ccccc2)c2ccccc2)cc1 | i
c1csc(Cn2nnnc2SCc2cc(-c3cccs3)on2)c1 | i
O=C(Cn1[nH]c(=O)c2ccccc2c1=O)OCc1cc(=O)n2ccsc2n1 | i
CCOC(=O)NC(=O)CSc1nncs1 | i
O=C(CN1C(=O)C(=O)N(CCC2=CCCCC2)C1=O)c1ccc(Cl)s1 | i
CCCCCCCCCCOC1CCS(=O)(=O)C1 (stereo not given) | i
c1nc(NC23CC4CC(CC(C4)C2)C3)c2ccsc2n1 | i
CN=c1scc(-c2ccc(OC(F)F)cc2)n1/N=C/c1cc2c(cc1[N+](=O)[O-])OCO2 | i
O=C1C(=O)N(CN2CCOCC2)c2ccccc21 | i
c1cncc(-c2nc(NC3CCCCC3)c3c4c(sc3n2)CCC4)c1 | i
O=S(=O)(c1ccccc1)N1CN(c2ccc(OC(F)(F)F)cc2)c2nc3ccccc3nc21 | i
CCN=c1scc(C)n1/N=C/c1cc(Br)c(O)c(Br)c1 | i
Nc1ccc([N+](=O)[O-])c(C(F)(F)F)c1 | i

Reformatted: twelve of the compounds above
| smiles | PL synth Enamine |
| --- | --- |
| CC(C)c1nc(=S)[nH]n1-c1ccccc1 | i |
| CS(=O)(=O)c1ccc(NS(=O)(=O)c2cc(Cl)ccc2Cl)cc1 | i |
| CC1C/C(=N\NC(=O)Cc2cn3ccsc3n2)CC(C)(C)C1 (stereo not given) | i |
| O=C(CSc1n[nH]c(-c2cccs2)n1)N1CCN(C(=O)c2cccs2)CC1 | i |
| Nc1ncnc(NC(CO)CCO)c1[N+](=O)[O-] (stereo not given) | i |
| C(=N\OCc1nc2c3cnn(-c4ccccc4)c3ncn2n1)/c1ccccc1 | i |
| Cn1cccc1/C=C/C(=O)Oc1ccc2ccc(=O)oc2c1 | i |
| c1ccc(C(c2ccccc2)N2CCN(c3nc4ccccc4c4ccccc34)CC2)cc1 | i |
| O=c1ccc(S(=O)(=O)N2CCCC2)cn1Cc1cc(=O)n2ccsc2n1 | i |
| O=C(O)CC1=C(c2cccs2)N2CCN=C2S1 | i |
| CSCCCNC(=S)NC1CCOc2ccccc21 (stereo not given) | i |
| c1ccc2cc(OCc3nc4ccccc4[nH]3)ccc2c1 | i |
